OXTR ag: human OXTR agonists, primary screen, fluorescence, CHO-OTR cells, Fluo-8 calcium. Oxytocin receptor (Homo sapiens), P30559. Fluo-8 calcium fluorescence; normalized: DMSO 0%, oxytocin 100%. activation, % at 3 µM. hit rate 0.32% among 320,000. AID 2435, 2010;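 active = activation above the mean of all tested compounds plus 3 SD, cutoff set per screening run, cut at about 20% in these data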;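 also: peak over basal fluorescence ratio from a 100 s FLIPR kinetic read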
Target sequence (P30559 whole entry, looked up): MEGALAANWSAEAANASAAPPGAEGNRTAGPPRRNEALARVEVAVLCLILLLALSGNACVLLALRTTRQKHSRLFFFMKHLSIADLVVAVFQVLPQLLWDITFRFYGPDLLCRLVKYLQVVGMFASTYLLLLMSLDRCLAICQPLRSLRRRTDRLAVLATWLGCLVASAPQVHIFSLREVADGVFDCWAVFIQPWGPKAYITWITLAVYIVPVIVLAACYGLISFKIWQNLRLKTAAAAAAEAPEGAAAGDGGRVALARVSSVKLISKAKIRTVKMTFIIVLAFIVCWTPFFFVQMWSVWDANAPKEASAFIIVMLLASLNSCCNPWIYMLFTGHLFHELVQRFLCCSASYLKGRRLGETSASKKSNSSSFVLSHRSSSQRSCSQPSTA
MEKK3 PB1 HTS: modulators of MEKK3-MEK5 PB1 binding, primary screen, biochemical, wildtype MEKK3, multiplex bead flow cytometry, Alexa488-MEK5. binding response (% of control), % at 10 µM. bead-based flow cytometry, Alexa488-MEK5 binding to MEKK3; actives lie on both sides; 0 = blocked by unlabeled MEK5, 100 = vehicle. hit rate 1.4% among 290,000. AID 1529, 2009. Mitogen-activated protein kinase kinase kinase 3 (Homo sapiens), Q99759;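 active = binding response more than 3 SD above or below the average of its plate-row segment, actives on both sides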;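 also: Alexa488 bead fluorescence after subtracting the streptavidin-only scavenger bead signal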
GPR7 antag: GPR7 receptor antagonists, primary screen, cell-based, fluorescence, single concentration | Neuropeptides B/W receptor type 1 (Homo sapiens), P48145 | GPR7-expressing cells, fluorescence antagonist assay | inhibition, % at 4.4 µM | hit rate 1.1% among 290,000; in the data active = inhibition above about 16%, passing the limit was not always enough;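 also: cells stimulated with the agonist NPW; 0% = agonist with vehicle and 100% = vehicle without agonist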
V1aR counter: agonists of human V1a receptor, primary screen, counter-screen for OXTR agonist project, fluorescence, CHO-V1R cells; Vasopressin V1a receptor (Homo sapiens), P37288; Fluo-8 calcium fluorescence, agonist mode; 0% DMSO, 100% 3 nM vasopressin; activation, % at 3 µM; hit rate 0.25% among 320,000;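 active = activation above the mean activation of all tested compounds plus 3 SD, per screening run, cut at about 20% in these data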;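 also: signal is peak over basal fluorescence ratio across a 100 second FLIPR read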
PHOSPHO1 block: PubChem AID 1565; recombinant PHOSPHO1, absorbance phosphatase assay; inhibition, % at 13.3 µM; hit rate 1.1% among 290,000; Phosphoethanolamine/phosphocholine phosphatase (Homo sapiens), Q8TCT1; in the data active = inhibition above about 60%
Target sequence (Q8TCT1 whole entry, looked up): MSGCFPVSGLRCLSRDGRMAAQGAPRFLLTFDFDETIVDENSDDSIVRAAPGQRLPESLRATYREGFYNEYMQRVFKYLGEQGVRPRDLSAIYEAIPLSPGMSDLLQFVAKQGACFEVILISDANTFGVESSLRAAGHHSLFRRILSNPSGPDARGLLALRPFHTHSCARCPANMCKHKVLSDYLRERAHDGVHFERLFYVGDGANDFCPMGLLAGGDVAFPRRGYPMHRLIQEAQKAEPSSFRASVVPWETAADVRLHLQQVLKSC
MEKK2mut PB1 HTS: MEK5 binding signal on mutant MEKK2 PB1, primary screen, biochemical, multiplex bead flow cytometry, Alexa488-MEK5; hit rate 0.35% among 290,000; percent response, % at 10 µM; Alexa488-MEK5 binding to MEKK2 mutant; in the data active = percent response above about 24%, passing the limit was not always enough; also: inactives centre near 1; some results filed as inactive read as strong as hits; reference of the scale not given here
NALP1 inh: NALP1 inflammasome inhibitors in reconstituted yeast, colorimetric, S. cerevisiae, triplicate retest | S. cerevisiae NALP1/ASC/caspase-1 growth, X-gal OD620, 72 h | inhibition, % at 10 µM | hit rate 0.61% among 280,000; in the data active = inhibition mostly above about 24%, no sharp cut-off; inactive = mostly below about 32%; also: some compounds called inactive have numbers as strong as hits
MEKK2 WT-MEK5: modulators of MEK5 binding to wildtype MEKK2, primary screen, biochemical, multiplex bead flow cytometry, Alexa488-MEK5; Alexa488-MEK5 binding to MEKK2 WT; actives lie on both sides; binding response (% of control), % at 10 µM; AID 1531, 2009; hit rate 1.1% among 290,000; Mitogen-activated protein kinase kinase kinase 2 (Homo sapiens), Q9Y2U5; in the data active = binding response below about 67% or above about 130%
GalR3 antagonist: GalR3 antagonists in HEK293 cells, primary screen, cell-based, fluorescence readout; hit rate 0.44% among 360,000; inhibition, % at 3 µM; AID 651719, 2012; HEK293 GalR3-CNG cAMP membrane potential fluorescence; galR3 body fused to GalR1 C-terminus;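 active = inhibition above the screen-wide average plus 3 SD, cut at about 13% in these data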;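 also: forskolin and galanin both at EC90 stimulate the cells; cAMP rise reported by CNG channel membrane potential dye signal; 0% = forskolin plus galanin with DMSO and 100% = forskolin alone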
Target sequence (O60755 1-299 limits assumed): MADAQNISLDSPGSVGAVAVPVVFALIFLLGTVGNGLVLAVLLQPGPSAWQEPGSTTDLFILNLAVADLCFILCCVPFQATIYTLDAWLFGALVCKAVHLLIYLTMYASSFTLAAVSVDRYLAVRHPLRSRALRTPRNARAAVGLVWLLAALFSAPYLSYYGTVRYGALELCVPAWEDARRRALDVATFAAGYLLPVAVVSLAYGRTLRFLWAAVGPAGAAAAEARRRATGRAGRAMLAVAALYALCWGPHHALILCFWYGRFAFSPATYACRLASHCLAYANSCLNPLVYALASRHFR
* = called active by the depositor; . = no result given.

Order of results – PHOSPHO1 block	MEKK2mut PB1 HTS	GPR7 antag	OXTR ag	NALP1 inh	MEKK2 WT-MEK5	V1aR counter	MEKK3 PB1 HTS	GalR3 antagonist
(1) CN(CCOC(=O)c1ccc2c(c1)OCCO2)C(C)(C)C
    -10	7	-5	0.9	10	102	0.4	106	0
(2) CCN(CC)S(=O)(=O)c1ccc2c(c1)N(CC(=O)NCC1CCCO1)C(=O)CO2 (configuration not stated)
    24	1	-19	0.0	18	98	-0.3	97	-6
(3) O=C1/C(=C\c2ccco2)SC(=S)N1c1ccccc1
    0	6	-5	-1.4	23	94	-0.3	103	-1
(4) O=[N+]([O-])c1cccc(-c2nc(Oc3ccc(Cl)cc3)c3ccccc3n2)c1
    0	0	-4	0.9	-22	103	0.5	102	.
(5) COc1cccc(C(=O)NCC(=O)N2CCC3(CC2)NCCc2[nH]cnc23)c1OC
    -33	0	-3	0.4	24	102	0.9	102	0
(6) CCOc1cc(C2NC(=O)NC(O)(C(F)(F)F)C2C(=O)c2ccc(OC)cc2)ccc1O (configuration not stated)
    3	-4	13	0.0	-6	90	-0.1	92	-2
(7) COc1ccc(C2=C(O)C(C)N(c3ccccc3)C2=N)cc1OC (configuration not stated)
    -4	-1	-1	1.0	0	90	-0.4	92	0
(8) C=CCn1c(SCC(=O)Nc2ccc3c(c2)OCO3)nnc1-c1ccccc1OC
    19	13	-6	-0.7	0	106	2.1	111	-5
(9) CC(=O)Nc1nc(C)c(C(C)(C)C)s1
    18	-17	-8	0.8	-1	90	0.8	88	2
(10) Cc1c(Cl)cccc1NC(=O)c1cc(S(=O)(=O)N2CCOCC2)cn1C
    23	2	-3	1.4	2	103	1.4	100	.
(11) c1ccc(-c2nc(-c3ccccn3)nc(-c3ccccn3)n2)nc1
    48	1	-4	1.4	.	109	0.3	107	-2
(12) Nc1c2c(nc3ccn(Cc4ccccc4)c(=O)c13)CCC2
    1	8	-2	-1.0	19	108	0.6	100	0
(13) CCN(CC)S(=O)(=O)c1ccc(N)cc1
    41	-6	-11	1.0	4	90	0.5	100	-2
(14) CSc1nc(C)cc(C)c1C(N)=O
    6	5	-7	-0.2	20	94	1.7	99	-1
(15) Cc1cc(C)cc(C(=O)OCC(=O)NC2CCCC2)c1
    28	1	-4	-1.9	1	104	-0.8	94	2
(16) Cn1cc(CNC(=O)c2ccc(OC3CCN(Cc4ccccn4)CC3)cc2)cn1
    69*	3	-6	-0.3	5	103	0.7	100	3
(17) CC(=O)NC(=S)Nc1ccc(NC(=O)COc2ccc(Cl)cc2)cc1
    9	2	-1	6.2	2	102	5.3	103	2
(18) Cc1ccc(S(=O)(=O)NCCn2nc(C)cc2C)cc1
    26	2	-9	4.4	11	104	-0.6	101	5
(19) CN1CCc2c(sc(NC(=O)c3ccc([N+](=O)[O-])o3)c2C(N)=O)C1
    33	11	-4	0.0	12	105	-1.3	100	2
(20) CC(=O)c1cnc(SCC(=O)O)nc1C
    32	-2	4	0.3	3	100	0.4	99	-1

A different layout for some results above.
| no. | structure | PHOSPHO1 block | MEKK2mut PB1 HTS | GPR7 antag | OXTR ag | NALP1 inh | MEKK2 WT-MEK5 | V1aR counter | MEKK3 PB1 HTS | GalR3 antagonist |
| --- | --- | --- | --- | --- | --- | --- | --- | --- | --- | --- |
| 19 | CN1CCc2c(sc(NC(=O)c3ccc([N+](=O)[O-])o3)c2C(N)=O)C1 | 33 | 11 | -4 | 0.0 | 12 | 105 | -1.3 | 100 | 2 |
| 20 | CC(=O)c1cnc(SCC(=O)O)nc1C | 32 | -2 | 4 | 0.3 | 3 | 100 | 0.4 | 99 | -1 |

Other records.
Order of results – PHOSPHO1 block	MEKK2mut PB1 HTS	GPR7 antag	OXTR ag	NALP1 inh	MEKK2 WT-MEK5	V1aR counter	MEKK3 PB1 HTS	GalR3 antagonist
(21) CCCCc1c(O)nc(SCC(=O)N2CCOCC2)n(-c2ccc(OC)cc2)c1=O
    28	0	-5	0.3	15	100	0.6	101	-4
(22) Cc1cc(/C(N)=N/OC(=O)Nc2ccc(Cl)cc2)no1
    3	-4	8	1.2	.	99	2.1	98	-4
(23) O=C(NCCCc1ccncc1)C1CCC(=O)N(Cc2cccc(C(F)(F)F)c2)C1 (configuration not stated)
    22	5	-12	.	0	105	.	102	3
(24) O=C(c1cccc2ccccc12)C1CCCN(C(=O)CCCn2cncn2)C1 (configuration not stated)
    40	4	-4	-0.3	-7	98	-1.6	104	0
(25) O=C1NC(=S)S/C1=C\c1ccc2ccccc2c1
    27	0	12	3.1	9	101	3.7	99	-9
(26) COC(=O)Cc1c(O)ccn(CCc2c[nH]c3ccccc23)c1=O
    2	-3	-6	-0.5	-3	106	0.6	110	9
(27) CC(=O)c1cccc(NC(=O)CCS(=O)(=O)c2cccc3nonc23)c1
    3	1	-5	0.1	8	110	0.6	103	-4
(28) CCn1c(NC(=O)c2ccc(F)cc2)c2ccccc2nc1=O
    18	1	-9	-1.1	37	105	-0.7	107	-3
(29) Cc1ccc(NC(=O)Nc2ccccc2C(N)=O)cc1
    21	8	2	-0.4	10	92	-0.4	92	-7
(30) O=C(c1ccco1)N1CCN(c2ncnc3c(-c4ccccc4)nsc23)CC1
    8	0	-18	3.5	3	94	5.4	99	-3
(31) COCCNC(=O)c1cc(-c2ccccc2)nn1CC1CC(c2cccc([N+](=O)[O-])c2)=NO1 (configuration not stated)
    .	1	.	-0.2	.	102	-0.3	104	0
(32) Cc1csc(N/N=C/c2ccc([N+](=O)[O-])cc2)n1
    -6	11	-3	1.0	8	104	0.8	107	-11
(33) CCOC(=O)N1CCN(C(=O)c2ccccc2NC(=O)c2ccc(Br)cc2)CC1
    -13	0	-12	-0.9	30	118	-0.3	112	1
(34) CC(C)(C)S(=O)(=O)c1cnc2c(-c3ccc(F)cc3)cnn2c1N
    6	-2	-8	0.7	24	92	-0.3	94	2
(35) CCC(Sc1ccc2nnc(-c3ccc(F)cc3)n2n1)C(=O)O (configuration not stated)
    7	1	0	1.1	16	100	-0.3	99	-6
(36) COc1ccc2c(c1)c(=O)oc1cc(OC(C(=O)O)c3ccccc3)ccc12 (configuration not stated)
    33	6	1	-0.7	5	103	0.0	102	-8
(37) CN(c1ccccc1)S(=O)(=O)c1ccc(NC(=O)c2cccs2)cc1
    15	5	-6	2.1	-11	101	2.5	102	-4
(38) Cc1nnc2sc(SCc3ccc(Br)cc3)nn2c1=O
    -29	5	3	0.3	9	101	-0.2	102	-1
(39) Cc1nc(N)nc(Cl)c1Cc1ccc(Cl)cc1
    26	-2	-13	0.6	-7	100	1.7	98	-7
(40) COC(=O)[C@@H]1[C@H](CCc2ccccc2)NC(=O)N(Cc2ccccc2)[C@@H]1C
    .	-1	.	-2.4	.	96	0.3	98	-6
(41) O=C1NC(c2cccs2)C(C(=O)c2ccccc2)C(O)(C(F)(F)F)N1 (configuration not stated)
    -4	7	-5	0.3	6	104	1.1	107	-1
(42) C=CCc1c(C)nc(-c2ccccc2)nc1N/N=C/c1ccccc1
    -6	16	0	-1.9	7	113	-0.7	108	-4
(43) COc1ccc2nc(C)cc(Nc3ccc(C(=O)O)cc3)c2c1
    -10	-3	-2	0.5	33	96	0.5	93	.
(44) Cc1ccc(-c2cn3cccnc3n2)cc1
    -8	4	-9	-0.1	-3	100	-0.1	102	8
(45) COc1ccc(C(CNC(=O)Cc2cc(OC)c(OC)c(OC)c2)N2CCCC2)cc1 (configuration not stated)
    -2	-6	5	0.9	20	98	-0.2	94	-5
(46) CCOC(=O)c1[nH]c2ccc(OC)cc2c1NC(=O)CCN1CCCC(C)C1 (configuration not stated)
    49	-4	2	0.1	-3	93	-0.5	95	-1
(47) COC(=O)c1sc2cnccc2c1N
    3	3	15	-1.1	0	100	-0.1	95	-9
(48) CCn1c(=O)[nH]c(=O)c2c(N)c(C(=O)c3cc(F)ccc3F)sc21
    30	6	-23	-0.8	.	100	-0.7	102	-4
(49) O=C(NCc1ccccc1)/C(=C/c1ccc(OC(F)F)cc1)c1ccccc1
    1	-8	11	0.7	33	104	1.9	101	-7
(50) CC(=O)c1cccc(N(C(=O)CNC(=O)c2ccco2)C(C(=O)NC2CCCC2)c2ccc(C)o2)c1 (configuration not stated)
    8	-152	5	-0.5	-4	80	-0.4	87	0

Grouped by structure: the entries above containing an aryl thioether with sulfur outside any ring.
Order of results – PHOSPHO1 block	MEKK2mut PB1 HTS	GPR7 antag	OXTR ag	NALP1 inh	MEKK2 WT-MEK5	V1aR counter	MEKK3 PB1 HTS	GalR3 antagonist
(8) C=CCn1c(SCC(=O)Nc2ccc3c(c2)OCO3)nnc1-c1ccccc1OC
    19	13	-6	-0.7	0	106	2.1	111	-5
(14) CSc1nc(C)cc(C)c1C(N)=O
    6	5	-7	-0.2	20	94	1.7	99	-1
(20) CC(=O)c1cnc(SCC(=O)O)nc1C
    32	-2	4	0.3	3	100	0.4	99	-1
(21) CCCCc1c(O)nc(SCC(=O)N2CCOCC2)n(-c2ccc(OC)cc2)c1=O
    28	0	-5	0.3	15	100	0.6	101	-4
(35) CCC(Sc1ccc2nnc(-c3ccc(F)cc3)n2n1)C(=O)O (configuration not stated)
    7	1	0	1.1	16	100	-0.3	99	-6
(38) Cc1nnc2sc(SCc3ccc(Br)cc3)nn2c1=O
    -29	5	3	0.3	9	101	-0.2	102	-1

High-throughput results as filed in PubChem BioAssay.
